FBW7 activator: FBW7 E3 ligase activators, primary screen, biochemical, AlphaScreen, human; F-box/WD repeat-containing protein 7 (Homo sapiens), Q969H0; AlphaScreen FBW7–phospho-cyclin E peptide binding, activator screen; normalized activity (activation), % at 26.1 µM; 650,000 compounds, 0.13% hits; AID 1259310, 2017; in the data active = normalized activity above about 1.9%;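 also: purified mutant Fbw7 with reduced substrate affinity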
TEAD-YAP block: TEAD-YAP interaction inhibition, primary screen, TEAD-YAP interaction inhibitor project, luminescence, HEK-TIYL cells; TEAD-Gal4/YAP UAS-luciferase luminescence; inhibition, % at 9.12 µM; 640,000 compounds, 1.4% hits; in the data active = inhibition above about 32%;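 also: 0% = median of test compound wells and 100% = reference inhibitor wells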
MITF inh: MITF inhibitors, primary screen, biochemical, AlphaScreen, human; Microphthalmia-associated transcription factor (Homo sapiens), O75030; AlphaScreen MITF homodimerization, bead proximity signal; inhibition, % at 2.6 µM; 650,000 compounds, 0.91% hits; AID 1259374, 2018; in the data active = inhibition above about 50%;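 also: 0% = vehicle wells with protein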
Target sequence (O75030 whole entry, looked up): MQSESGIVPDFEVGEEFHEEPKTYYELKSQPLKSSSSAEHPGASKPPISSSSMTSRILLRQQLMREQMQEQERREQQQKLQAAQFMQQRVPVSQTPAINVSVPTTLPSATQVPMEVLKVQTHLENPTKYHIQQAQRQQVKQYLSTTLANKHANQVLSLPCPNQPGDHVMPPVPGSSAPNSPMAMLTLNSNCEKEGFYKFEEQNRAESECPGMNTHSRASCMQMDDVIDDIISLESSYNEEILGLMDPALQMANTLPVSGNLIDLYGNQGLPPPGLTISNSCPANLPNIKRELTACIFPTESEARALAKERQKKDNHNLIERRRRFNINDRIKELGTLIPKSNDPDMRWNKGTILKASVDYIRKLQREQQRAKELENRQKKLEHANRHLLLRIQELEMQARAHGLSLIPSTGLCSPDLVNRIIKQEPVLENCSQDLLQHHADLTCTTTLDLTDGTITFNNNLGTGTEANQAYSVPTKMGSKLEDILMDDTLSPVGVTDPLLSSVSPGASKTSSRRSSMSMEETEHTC
GPR151 ag: activators of human GPR151, primary screen, cell-based, PathHunter beta-arrestin, luminescence; G-protein coupled receptor 151 (Homo sapiens), Q8TDV0; PathHunter beta-arrestin GPR151 cells; activation, % at 11.2 µM; 650,000 compounds, 1% hits; AID 1508602, 2020; in the data active = activation above about 4.9%;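 also: 0% = median of compound wells and 100% = cells with positive control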
Target sequence (Q8TDV0 whole entry, looked up): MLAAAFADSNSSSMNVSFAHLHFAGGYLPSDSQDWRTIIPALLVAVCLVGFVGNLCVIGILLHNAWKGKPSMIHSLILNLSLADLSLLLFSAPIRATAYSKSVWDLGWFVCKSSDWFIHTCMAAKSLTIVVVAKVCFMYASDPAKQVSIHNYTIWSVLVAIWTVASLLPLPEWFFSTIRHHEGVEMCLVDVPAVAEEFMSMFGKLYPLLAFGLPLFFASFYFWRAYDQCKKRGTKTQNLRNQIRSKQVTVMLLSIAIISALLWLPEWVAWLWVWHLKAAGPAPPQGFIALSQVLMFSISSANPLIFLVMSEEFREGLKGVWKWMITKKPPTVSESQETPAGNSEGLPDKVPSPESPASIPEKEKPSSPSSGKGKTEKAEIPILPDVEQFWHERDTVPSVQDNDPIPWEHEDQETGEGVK
An asterisk follows results filed as active; . = not tested or not shown.

SMILES	FBW7 activator	TEAD-YAP block	MITF inh	GPR151 ag
COC(=O)[C@@H](NC1CCN(c2nc(C)c3cc(OC)ccc3n2)CC1)C(C)C	0.6	1	-10	0.2
COC(=O)c1cccc(-n2c(C)cc(/C=C3\SC(NC(C)=O)=NC3=O)c2C)c1	-0.1	-4	-2	-1.2
CCN(CC)C(=O)C1CCCN(c2nc(NCCN(C(C)C)C(C)C)c3ncn(-c4ccsc4)c3n2)C1 (centres undefined)	-0.7	37*	-3	-0.9
O=[N+]([O-])c1cccc(-c2nnc(SCC3CCCO3)o2)c1 (centres undefined)	-0.1	-4	1	-1.0
O=C(COC(=O)C1CC(=O)N(c2ccccc2)C1)c1ccccc1 (centres undefined)	0.1	-4	14	-0.7
Cc1nc2ccc(F)cc2cc1C(=O)NCc1ccco1	0.2	-7	23	-1.1
CC1CCCN(C(=O)c2cc(N3C(=O)C4C5CCC(C5)C4C3=O)ccc2Cl)C1 (centres undefined)	-0.1	-3	10	-0.6
CCCSc1nnc2c(n1)OC(c1ccc([N+](=O)[O-])o1)Nc1ccccc1-2 (centres undefined)	-0.3	-21	1	-0.4
O=C(NCc1cccnc1)c1ccnc(N2CCN(Cc3ccc4c(c3)OCO4)CC2)c1	0.0	4	-7	3.3
Cc1cc(C(=O)CN2CCOCC2)c(C)n1-c1ccc(Cl)c(C(F)(F)F)c1	-0.2	-1	7	1.3
CCCN=C1NC(=O)C(CC(=O)NCCc2ccccc2)S1 (centres undefined)	0.4	8	8	-0.5
COCC1CCN(C(=O)c2ccc(OC)c(OC3CCN(C(C)C)CC3)c2)C1 (centres undefined)	-0.1	-8	-9	0.7
O=C(CSc1n[nH]c(-c2cccs2)n1)NC(=O)NC12CC3CC(CC(C3)C1)C2	0.0	7	5	0.4
Cc1ccccc1OCc1nn2c(Cn3cnc4ccccc43)nnc2s1	0.0	-6	-5	-1.9
COc1ccc(CN2CCN(Cc3nc4c(s3)CCCC4)CC2CCO)c(F)c1 (centres undefined)	-0.2	5	-3	0.1

The closing 3 compounds of the part above are carried over, then new ones follow:
SMILES	FBW7 activator	TEAD-YAP block	MITF inh	GPR151 ag
O=C(CSc1n[nH]c(-c2cccs2)n1)NC(=O)NC12CC3CC(CC(C3)C1)C2	0.0	7	5	0.4
Cc1ccccc1OCc1nn2c(Cn3cnc4ccccc43)nnc2s1	0.0	-6	-5	-1.9
COc1ccc(CN2CCN(Cc3nc4c(s3)CCCC4)CC2CCO)c(F)c1 (centres undefined)	-0.2	5	-3	0.1
COc1ccc(NC(=O)/C(=C/c2cccc([N+](=O)[O-])c2)NC(=O)C2CCCCC2)cc1	-0.1	-1	-1	1.3
COc1ccccc1/C=C1\Oc2cc(OC(=O)C(C)(C)C)ccc2C1=O	0.2	-2	-15	-2.5
Cc1ccc(Nc2c(C(=O)N3CCOCC3)cnc3ccccc23)c(Cl)c1	0.1	-20	-15	4.1
Cc1ccc(C(C)C)cc1S(=O)(=O)Nc1ccccn1	0.2	2	8	0.2
CCOc1ccc(CCNC(=O)c2cc3ccccn3n2)cc1OCC	0.5	-2	14	0.3
CCn1c(SC)nc2c(c1=O)SCC2	0.6	-6	-4	0.4
O=C1CCCN1CCn1cnc2c(NCCOc3ccccc3)nc(Nc3ncccn3)nc21	0.6	4	-4	-0.8
O=C(Nc1ccc(Cl)c(Cl)c1)C1C2C=CC3(O2)C1C(=O)N(CCc1ccccc1Cl)C3C(=O)NC1CCCCC1 (centres undefined)	0.0	-8	3	0.8
Cc1ccc(S(=O)(=O)Nc2cc3c4c(oc3c3ccccc23)CCCC4)c(C)c1	-0.1	-4	-4	-0.8
O=C(NC1CCCCCC1)c1cnn2c(C(F)(F)F)cc(-c3cccs3)nc12	0.0	4	-1	0.0
Cc1ccccc1NC(=O)Cc1nc(CN2C(=O)C(=O)N(C3CCCC3)C2=O)cs1	-0.1	-1	-6	0.8
O=C(CSc1nc2ccccc2o1)Nc1ccc(O)c(C(=O)O)c1	-0.1	1	6	-1.6
COc1cccc(/C=N/NC(=O)CN2C(=O)NC3NC(=O)NC32)c1 (centres undefined)	0.0	-11	7	-0.7
CCn1cc(C(=O)O)c(=O)c2cnc(N3CCN(C(=S)NC(=O)c4ccc(F)cc4)CC3)nc21	0.0	10	5	1.1
O=C(Nc1ccc(Oc2ccccc2)cc1)c1cnc(N2CCN(c3ccccn3)CC2)c2ccccc12	0.4	-1	7	-0.6
O=C1C2C3C=CC(O3)C2C(=O)N1CC(O)c1ccccc1 (centres undefined)	0.4	-7	3	1.7
O=C(Nc1ccc(Cl)c(Cl)c1)c1cc(S(=O)(=O)N2CCN(c3cccc(Cl)c3)CC2)ccc1F	-0.1	-2	10	1.0
Cc1ccc(S(=O)(=O)N2CCN3C(=O)[C@H](C)N(C)C(=O)[C@H]3C2)cc1	-0.2	-5	-2	-0.3
COC(=O)c1ccc(Cc2ccccc2)o1	-0.1	-26	-9	-0.8
Cc1ccc(CSc2nc3ccsc3c(=O)n2CCc2ccccc2)cc1	-0.1	1	1	-0.3
CCOC(=O)c1c(NC(=O)c2ccco2)sc2c1CCC(CC)C2 (centres undefined)	0.0	-1	-4	0.2
CC(C)(C)NC(=O)CSc1nccn1-c1cccc(C(F)(F)F)c1	-0.9	-1	4	0.8
CN1/C(=C\C(=O)COc2ccc3c(c2)OCO3)C(C)(C)c2ccccc21	-0.5	18	3	1.7
CCCC(=O)Oc1coc(CSc2nnc(NC(=O)C3CC3)s2)cc1=O	-0.1	14	11	5.4*
Cc1cc2cc(CNC(=O)CCC3CCCCC3)ccc2[nH]1	1.1	3	3	-0.8
CC(C)(C)c1ccc(OCCC(=O)OCC(=O)NC(N)=O)cc1	-0.1	-3	-6	1.1
COCc1cc(=O)n2c([nH]c3ccccc32)c1C#N	0.2	-12	-5	-2.6
O=C(CN1N=C(c2ccccc2)CCC1=O)NCCCN1CCOCC1	1.1	1	11	0.4
CC(=O)N1C(=O)C2(C(C#N)=C(N)OC3=C2C(=O)CC(c2ccco2)C3)c2ccccc21 (centres undefined)	-0.1	6	0	0.0
Clc1cccc(N2CCN(Cn3cnc4ccccc43)CC2)c1	-0.1	14	6	0.5
CCOC(=O)c1c(NC(=S)NC(=O)c2cccc(I)c2)sc2c1CCCC2	0.2	4	12	-1.2
CCOC(=O)C1CCN(C(=O)c2cnc(N3CCN(c4ncccn4)CC3)c3ccccc23)CC1	-0.1	-1	-1	-0.2
CCC(C)NC(=O)CCS(=O)(=O)c1cccc2nsnc12 (centres undefined)	-0.1	0	-1	-0.9
Cc1cc(Cl)ccc1NCC(=O)N/N=C/c1ccccc1O	-0.1	16	-6	0.7
O=C(CSc1nc2ccsc2c(=O)n1C1CCCCC1)NC1CCCCC1	0.7	-13	10	-1.0
Cc1cc(=O)n2nc(N3CCCC3C(=O)Nc3cccc(C(F)(F)F)c3)sc2n1 (centres undefined)	-0.2	-3	-5	-1.7
Cc1ccccc1S(=O)(=O)Nc1cc(Br)cc2cccnc12	-0.1	36*	18	0.5
CN(C)Cc1c(C(=O)N/N=C/c2ccccc2F)nnn1-c1nonc1N	0.0	-3	7	-1.2
CC(C)N(C(=O)CSc1nnnn1C)C(C)C	0.0	-2	-4	0.1
O=C(NC1CCN(C(=O)Nc2ccccc2)CC1)c1ccccc1F	0.0	1	7	0.1
COc1ccc(C(=O)N2CCN(CCNC(=O)C(=O)Nc3ccc(C)c(Cl)c3)CC2)cc1	-0.1	-11	-1	-0.8
O=C(O)CCC/C=C\C[C@H]1C2CCC(O2)[C@@H]1/C=C/[C@@H](O)COc1ccc(I)cc1 (some centres undefined)	.	.	-3	0.4
O=C(NCC1(c2cccs2)CC1)C1(c2ccc(F)cc2)CC1	0.4	4	14	-0.2
O=C(N/N=C1\C2CN3CCN(C2)CC1(c1ccccc1)C3)Nc1ccccc1	-0.2	1	6	0.5
O=C1CC(C(=O)N2CCC3(CC2)CC3C(=O)NCCc2ccccn2)C2(CCCCC2)O1 (centres undefined)	0.1	-13	11	-0.3

Full records from above. Values in the order: FBW7 activator | TEAD-YAP block | MITF inh | GPR151 ag
O=C(NCc1cccnc1)c1ccnc(N2CCN(Cc3ccc4c(c3)OCO4)CC2)c1 is entered as 0.0 | 4 | -7 | 3.3
CCCN=C1NC(=O)C(CC(=O)NCCc2ccccc2)S1 (centres undefined) is entered as 0.4 | 8 | 8 | -0.5
O=C(O)CCC/C=C\C[C@H]1C2CCC(O2)[C@@H]1/C=C/[C@@H](O)COc1ccc(I)cc1 (some centres undefined) is entered as . | . | -3 | 0.4

Next part
SMILES	FBW7 activator	TEAD-YAP block	MITF inh	GPR151 ag
S=C(NCc1ccco1)N1CCN(C/C=C/c2ccccc2)CC1	-0.2	3	0	1.7
CC(NC(=O)c1c(O)c2cccc3c2n(c1=O)CC3)c1ccccc1 (centres undefined)	0.0	-5	7	0.8
CCOC(=O)c1cc2c(=O)n3cc(C)ccc3nc2n(CCCOC)c1=N	-0.1	3	4	0.8
Cc1ccccc1Cc1c(C)nc2c(C(=O)NCCCN3CCOCC3)cnn2c1C	0.2	-7	6	0.7
Cn1c(=O)c2[nH]c(NCc3ccccc3)nc2n(C)c1=O	-0.1	5	-2	0.4
O=C(N/N=C/c1cccc(Oc2ccc([N+](=O)[O-])cc2[N+](=O)[O-])c1)C(O)c1ccccc1 (centres undefined)	0.1	-8	1	-0.3
CCCNS(=O)(=O)c1ccc2c(c1)n(C)c(=O)n2C	0.4	-4	13	0.0
O=C1C=C(NNS(=O)(=O)c2ccccc2)CC(c2ccccc2)C1 (centres undefined)	0.5	5	-2	0.9
Cc1occc1C(=O)N1CCCC(C(=O)Nc2cccc(-c3cc4ccccc4[nH]3)c2)C1 (centres undefined)	0.6	-1	6	-1.8
CC1(C)CC(=O)c2cc(C#N)c(=S)[nH]c2C1	-0.2	-4	-7	-0.3
CCOc1ccc2cc(-c3nnc(Nc4ccc(F)cc4)s3)c(=O)oc2c1	0.4	10	5	0.3
N#Cc1ccc(Nc2ccccc2)c(N)c1	0.1	1	4	-0.5
O=C(Nc1ccccc1)c1cccc(Oc2ccc(C(F)(F)F)cc2[N+](=O)[O-])c1	-0.1	10	13	-0.1
COc1ccc(CCNC(=O)c2csc(Nc3ccncc3)n2)cc1	0.3	-7	12	-0.8
Cc1ccc(S(=O)(=O)NCCSC2CCCCC2)cc1	0.0	8	10	2.3
CCCc1noc2c1C1=NNC(=O)C1C(C)(C)C2 (centres undefined)	0.1	6	14	1.0
CCCS(=O)(=O)c1c(S(=O)(=O)CCC)c2cc(-c3ccncc3)ccn2c1C(N)=O	0.0	4	-37	0.2
Cc1ccc(NC(=O)c2cc3n(n2)C(C(F)(F)F)CC(c2ccc4c(c2)OCO4)N3)cc1 (centres undefined)	0.3	-4	22	-2.6
COc1ccc(-c2nc(SC3CCCC3)c3c(=O)n(C)c(=O)n(C)c3n2)cc1	-0.1	0	13	0.0
Cc1ccc2c(c1)S(=O)(=O)N=C(CN(C1CC1)C1CCN(Cc3ccccc3)CC1)N2	0.0	1	11	-1.1
CC(C)COc1ccc2c(c1)c1c(n2C)C(=O)CCC1	0.0	7	3	-0.2
O=C(COc1ccccc1)N(CCCN1CCOCC1)c1nc(-c2ccccc2)cs1	0.5	-31	23	0.2
COc1ccc(Cc2nnc(N/N=C/c3ccc(C)o3)[nH]c2=O)cc1	-0.3	-9	6	0.6
O=C(COc1cccc2c1CCN(Cc1ccccc1)C2=O)N1CCCC1	-0.1	5	-12	3.4
O=c1[nH]c(Nc2ccccc2)nnc1Cc1ccc(Cl)cc1	0.1	-5	18	-1.3
COC(=O)c1cc(-c2ccc3ccccc3c2)n[nH]1	0.9	-60	3	-1.9
Cc1cc2c(cc1S(=O)(=O)NCc1cccs1)OCCN2C	-0.1	-11	7	-1.3
CCOc1cc2[nH]c(=O)n(CCCC(=O)NC3CCCCC3C)c(=O)c2cc1OCC (centres undefined)	0.0	-6	-2	0.3
OCC1CCCCN1Cc1nc(N2CCCCCC2)c2ccccc2n1 (centres undefined)	-0.1	8	1	-0.3
O=c1c2cc(Br)ccc2[nH]c(=S)n1CC1CCCO1 (centres undefined)	-0.2	-1	-1	-1.4
O=C(NCc1cccnc1)c1cc2ccccc2c(=O)o1	-0.1	-1	0	-0.2
COc1ccc(CNc2c(-c3ccccc3O)nc3cnccn23)cc1	-0.2	67*	-3	-1.0
Cc1cc(C)nc(NC(=O)c2cccc([N+](=O)[O-])c2)c1	-0.2	-2	10	2.3
C=CCn1c(SCC(=O)NCc2ccco2)nc2c([nH]c3ccccc32)c1=O	0.8	12	8	-0.3
Cc1ccc(NCCNS(=O)(=O)c2cc(F)ccc2C)nn1	0.7	-1	0	-3.0

Some of the entries above, set out differently.
| SMILES | FBW7 activator | TEAD-YAP block | MITF inh | GPR151 ag |
| --- | --- | --- | --- | --- |
| COc1ccc(CNc2c(-c3ccccc3O)nc3cnccn23)cc1 | -0.2 | 67* | -3 | -1.0 |
| Cc1cc(C)nc(NC(=O)c2cccc([N+](=O)[O-])c2)c1 | -0.2 | -2 | 10 | 2.3 |
| C=CCn1c(SCC(=O)NCc2ccco2)nc2c([nH]c3ccccc32)c1=O | 0.8 | 12 | 8 | -0.3 |

Source: PubChem BioAssay
